GALK inh = blocks human galactokinase activity | Purified GALK, Kinase-Glo residual ATP luminescence | Potency, µM (series often up to 57.5 µM), inactives show top-dose activity change, negative = inhibition, most hits filed as inhibitors | 0.007% of 270,000 active; also: potency is read from the fitted curve at half-maximal effect; % is scaled to controls: 0 for no effect and ±100 for the full control effect
Target sequence (P51570 whole entry, looked up): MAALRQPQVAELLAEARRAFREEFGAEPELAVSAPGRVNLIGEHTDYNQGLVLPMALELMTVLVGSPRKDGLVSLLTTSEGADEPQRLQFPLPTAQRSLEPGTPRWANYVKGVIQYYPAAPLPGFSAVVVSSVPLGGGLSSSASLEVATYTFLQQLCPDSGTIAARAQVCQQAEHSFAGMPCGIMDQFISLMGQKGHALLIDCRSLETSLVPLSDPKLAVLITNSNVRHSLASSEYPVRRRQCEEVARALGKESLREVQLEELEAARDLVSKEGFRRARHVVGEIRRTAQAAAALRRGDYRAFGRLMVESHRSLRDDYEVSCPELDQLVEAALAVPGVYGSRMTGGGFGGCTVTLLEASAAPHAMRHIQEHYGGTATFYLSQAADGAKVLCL
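Galactose (100 uM) and ATP (35 uM) were turned over by 5 nM GALK for 1 h at RT. Kinase-Glo Plus then converted the remaining ATP into a luminescent signal.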
MLL CXXC-DNA inh = MLL CXXC-DNA interaction inhibition | Q03164 | MLL-CXXC / FITC-HOXA9 DNA fluorescence polarization | Potency, µM (doses to about 115 µM), for the others: at the top dose activity change, negative = inhibition, actives largely listed as inhibitors | 0.037% of 290,000 active; active = well fitted inhibition curve with a large enough effect in the polarisation, with a control signal flat, not every such curve was filed as active; inconclusive = small, poorly fitted or top-dose-only effect, or effect the other way, or a change in a side signal; inactive = no such curve, though single readings can be large or run the other way; the % refers to the polarisation; also: potency is read from the fitted curve at half-maximal effect
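Purified MLL-CXXC (added from a 7 uM solution) was preincubated 5 min at ambient with pinned compounds in 50 mM Tris-HCl pH 7.5, 50 mM NaCl, 1 mM DTT, 0.05% BSA. Fluorescein-labeled HOX-A9 DNA (50 nM solution) followed, 30 min, then polarization read.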
FBPA coupling cs = inhibits coupling enzyme system, counter-screen for aldolase hits. coupling enzyme system counterscreen, AmpLite Red fluorescence. activity change, negative = inhibition, % at 58.2 µM, hits read low. AID 2472. 0.67% of 290,000 active; in the data active = activity change below about -30%; also: % is scaled to controls: 0 for no effect and ±100 for the full control effect
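Compounds tested against the coupling enzymes alone at 57.5 uM final; readout was AmpLite Red fluorescence (525/598 nm) after 20 min at RT.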
Integrin act MD = activates integrin-mediated alleviation for muscular dystrophy; alpha7betagal myoblasts, beta-gal FDG fluorescence, 48 h; Potency, µM (series often up to 38.3 µM), without a hit: at the highest dose activation, actives largely listed as activators; 0.064% of 350,000 active; AID 624291;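 also: potency is read from the fitted curve at half-maximal effect; 100% = response of the positive control SU9516; nearly all actives have a fitted effect of over 60% in size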
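Alpha7betagal+/- myoblasts (passage 13) were plated 16-24 hr, then exposed to compounds (1:260 dilution of DMSO stock) for 48 hours at 37C. After MPER lysis, β-galactosidase reporter activity was read as FDG fluorescence (ex 480/em 540) after 30 minutes.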
TRPV1 ag = agonists of human vanilloid receptor 1 (TRPV1) | Q8NER1 | activation, % at 8.33 µM | TRPV1-expressing cells, Fluo-8 calcium influx, agonist mode | AID 540275 | 0.19% of 320,000 active; in the data active = activation above about 80%; inconclusive = between about 30% and that limit; also: 0% is about no effect
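Cells expressing TRPV1 were dye-loaded with Fluo-8 and read kinetically: 10 s baseline, 3 min after compound (agonist portion), then 2 min after EC20 capsaicin (allosteric enhancer portion). Calcium-bound dye fluorescence at 480/520 nm.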
hERG WT inh = KCNH2 (human, wildtype) channel inhibition; AID 720551; 0.37% of 340,000 active; U2OS, BacMam KCNH2, thallium flux FluxOr; hits give low values; activity change, % at 1.84 µM;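 active = maximum activity change below -70%; inconclusive = maximum activity change between -70% and -50%; inactive = maximum activity change above -50%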; also: % is scaled to controls: 0 for no effect and ±100 for the full control effect
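U2OS cells were transduced with wild-type KCNH2 virus (2.03 x 10^8 / mL) for 4 h at room temperature, then cultured overnight at 37 C. Thallium flux was read with FluxOr dye. Rate constants were normalized to DMSO controls.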
ASM inhibitor = inhibitors of human secretory acid sphingomyelinase | Potency, µM (titrated, usually from 57.5 µM), for inactives: at the top dose activity change, negative = inhibition, most hits filed as inhibitors | placental ASM, HMU-PC fluorogenic substrate, 60 min | 0.006% of 340,000 active | P17405; also: potency is read from the fitted curve at half-maximal effect
Target sequence (P17405 47-631 limits assumed): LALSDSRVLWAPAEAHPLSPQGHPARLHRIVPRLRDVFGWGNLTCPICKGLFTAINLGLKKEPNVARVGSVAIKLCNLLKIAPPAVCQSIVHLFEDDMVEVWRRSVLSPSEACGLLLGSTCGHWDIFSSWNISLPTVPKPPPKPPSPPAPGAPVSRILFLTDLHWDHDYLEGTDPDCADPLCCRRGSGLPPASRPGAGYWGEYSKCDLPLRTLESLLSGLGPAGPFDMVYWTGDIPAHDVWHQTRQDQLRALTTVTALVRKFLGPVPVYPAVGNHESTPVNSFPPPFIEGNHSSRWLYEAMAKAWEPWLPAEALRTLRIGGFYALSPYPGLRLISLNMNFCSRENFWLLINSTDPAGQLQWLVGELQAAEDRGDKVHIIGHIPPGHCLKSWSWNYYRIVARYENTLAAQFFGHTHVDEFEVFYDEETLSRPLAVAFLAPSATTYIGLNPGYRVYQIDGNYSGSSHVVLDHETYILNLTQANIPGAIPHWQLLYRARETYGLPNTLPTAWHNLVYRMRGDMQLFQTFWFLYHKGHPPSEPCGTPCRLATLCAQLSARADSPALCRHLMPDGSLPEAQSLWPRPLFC
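Human placenta-derived ASM enzyme was preincubated with compound for 10 minutes at room temperature, then given fluorogenic substrate HMU-PC0 (9 uM final) for 60 minutes at 37 °C; a pH 10 stop preceded fluorescence reading at Ex 386/Em 447 nm.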
A-T KAP1 phos = potential ataxia-telangiectasia treatments restoring KAP-1 phosphorylation. […] A-T fibroblasts, KAP-1 phosphorylation AlphaLISA; neocarzinostatin DNA damage 30 min before lysis. Potency, µM (titrated, usually from 57.5 µM), for the others: top-dose activation, most hits filed as activators. 0.19% of 320,000 active. AID 485349; also: potency is read from the fitted curve at half-maximal effect; % of control where 0% means no effect; nearly all actives have a fitted effect of over 45% in size
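ATM-like activity read as KAP-1 phosphorylation via AlphaLISA donor/acceptor antibody pairs after lysis and 6 hr at 25C. Cells were ATM-null patient fibroblasts ([…], hTERT), dosed 60 min, then exposed to the DSB inducer NCS for 30 min.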
MBNL1-CUG inh = blocks human MBNL1 binding to CUG repeat RNA; 0.036% of 280,000 active; TR-FRET MBNL1-His/biotin-(CUG)12 binding, 665/545 ratio; Potency, µM (series often up to 57.5 µM), for inactives: top-dose activity change, negative = inhibition, hits mostly inhibitors; active = well fitted inhibition curve with a large enough effect in the signal ratio, with a control signal flat, not every such curve was filed as active; inconclusive = small, poorly fitted or top-dose-only effect, or effect the other way, or a change in a side signal; inactive = no such curve, though single readings can be large or run the other way; the % refers to the signal ratio; also: potency is read from the fitted curve at half-maximal effect; % is scaled to controls: 0 for no effect and ±100 for the full control effect
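Compounds (final 92 nM to 58 uM) are added to His-tagged MBNL1 and biotin-(CUG)12, then terbium anti-His antibody and streptavidin-XL665 (5 nM final). After 60 min at room temperature, the 665/545 nm ratio is read.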
KCNH2 3.1 inh = blocks the human KCNH2 3.1 channel isoform. U2OS KCNH2 3.1, thallium flux FluxOr; hits give low values. activity change, % (tested at about 1.8 µM). 0.95% of 340,000 active. AID 720553;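 active = maximum activity change below -70%; inconclusive = maximum activity change from -70% to -50%; inactive = maximum activity change above -50%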;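 also: thallium influx rate constant from kinetic fluorescence after stimulation buffer; % is scaled to controls: 0 for no effect and ±100 for the full control effect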
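U2OS cells transduced with KCNH2 3.1 mutant virus (1.77 x 10^8 /mL, 4 h), plated overnight at 37 C, loaded 45 min with FluxOr dye plus Red40 quencher. Thallium flux rate constant from kinetic reads after stimulation buffer, normalised to controls.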
Numbers without * were called inactive; u = inconclusive; x = no result given; [ ] = dose if it differs, or a comment. Unless noted, calls follow the shape of the dose curve; as a rule, active = well fitted curve in the direction sought with a large enough effect; inconclusive = small, poorly fitted or top-dose-only effect, or another doubt; inactive = no such curve, though single readings can be large; an effect the other way counts as inactive or inconclusive.

The line under a structure holds: GALK inh	MLL CXXC-DNA inh	FBPA coupling cs	Integrin act MD	TRPV1 ag	hERG WT inh	ASM inhibitor	A-T KAP1 phos	MBNL1-CUG inh	KCNH2 3.1 inh
CCC1CCCCN1C(=O)CCC(=O)Nc1nnc(C(F)(F)F)s1 (stereo not given)
    x	-6%	0	18%	4	4	-2%	3%	-1%	21
Cc1cc(OCC(=O)N2CCN(c3ccccc3)CC2)c2c(C)c(C)c(=O)oc2c1
    8%	18%	1	44%	1	-9	5%	-3%	-6%	5
O=C(Nc1cc(S(=O)(=O)N2CCOCC2)ccc1Cl)c1cc([N+](=O)[O-])ccc1Cl
    x	x	x	-71%[inhibitor]	x	-3	-4%	11%	x	0
CCOC(=O)c1c(C)[nH]c(C(=O)OCC(=O)N2CC(C)OC(C)C2)c1C (stereo not given)
    0%	1%	3	-11%	-4	5	0%	5%	-2%	6
CCn1cc(/C=C(\NC(=O)c2ccccc2F)C(=O)N2CCCC2)c2ccccc21
    3%	6%	1	0%	7	-14	-1%	5%	14%	-3
CN(C(=O)CN1C(=O)CCSc2ccc(S(=O)(=O)N3CCCC3)cc21)c1ccccc1
    1%	31%[activator]	x	14%	2	-1	-2%	-4%	2%	17
COc1ccccc1C(=O)N1CCN=C1SC
    2%	5%	4	0%	-5	5	2%	x	-7%	x
Cc1sc(N(C(=O)CCc2ccccc2)c2ccc(C(=O)O)cc2)nc1-c1ccccc1
    -2%	-4%	15	-17%	1	-11	-1%	3%	7%	4
Cc1ccnc(NC(=O)COc2ccc3oc4c(c3c2)CCCC4)c1
    1%	1%	2	12%	19	-19	-1%	x	-15%	2
CC1CCN(C(=O)C(NS(=O)(=O)c2cccc3nsnc23)C(C)C)CC1 (stereo not given)
    -1%	15%	x	14%	0	5	-2%	7%	u	1
O=C(c1ccc(S(=O)(=O)Cc2cc(F)ccc2F)c([N+](=O)[O-])c1)N1CCCC1
    -1%	24%	-6	-23%	2	15	-2%	4%	u	11
C=CCn1cnc2c(sc3nc(C)cc(C)c32)c1=O
    3%	-29%	2	-32%	2	4	-2%	-12%	-8%	25
CCCC(=O)C1=C(O)C(C(=O)OC)C(C)(C)CC1=NC (stereo not given)
    6%	-1%	0	0%	1	1	6%	4%	-8%	10
Cc1nn2c(-c3ccncc3)ccnc2c1Cl
    -1%	-2%	2	2%	-6	30	2%	-2%	u	5
Cc1ccc(NS(=O)(=O)c2ccc(C3CCCCC3)cc2)cc1
    0%	8%	0	-42%	4	-3	-14%	u	u	5

Five of the compounds above, with bars between the fields:
molecule | GALK inh | MLL CXXC-DNA inh | FBPA coupling cs | Integrin act MD | TRPV1 ag | hERG WT inh | ASM inhibitor | A-T KAP1 phos | MBNL1-CUG inh | KCNH2 3.1 inh
Cc1ccnc(NC(=O)COc2ccc3oc4c(c3c2)CCCC4)c1 | 1% | 1% | 2 | 12% | 19 | -19 | -1% | x | -15% | 2
CCCC(=O)C1=C(O)C(C(=O)OC)C(C)(C)CC1=NC (stereo not given) | 6% | -1% | 0 | 0% | 1 | 1 | 6% | 4% | -8% | 10
COc1ccccc1C(=O)N1CCN=C1SC | 2% | 5% | 4 | 0% | -5 | 5 | 2% | x | -7% | x
Cc1cc(OCC(=O)N2CCN(c3ccccc3)CC2)c2c(C)c(C)c(=O)oc2c1 | 8% | 18% | 1 | 44% | 1 | -9 | 5% | -3% | -6% | 5
Cc1ccc(NS(=O)(=O)c2ccc(C3CCCCC3)cc2)cc1 | 0% | 8% | 0 | -42% | 4 | -3 | -14% | u | u | 5

The listing continues.
The line under a structure holds: GALK inh	MLL CXXC-DNA inh	FBPA coupling cs	Integrin act MD	TRPV1 ag	hERG WT inh	ASM inhibitor	A-T KAP1 phos	MBNL1-CUG inh	KCNH2 3.1 inh
CCN(CC)C(=O)CN(c1ccc(F)c(Cl)c1)S(C)(=O)=O
    4%	2%	3	-34%	-2	-12	1%	-3%	-4%	2
CCOc1ccc(-c2nnc3sc(COc4ccc(C)cc4)nn23)cc1
    3%	7%	4	8%	13	-1	-19%	-4%	11%	1
COc1ccc(-n2c(Cc3cccn3C)nnc2SCC(=O)Nc2ccccc2C)cc1
    1%	6%	1	1%	x	-2	-1%	7%	-13%	24
O=C(Nc1ccccc1)Nc1cc([N+](=O)[O-])ccc1F
    -3%	1%	-3	-1%	u	9	-2%	2%	u	-11
N#Cc1ccccc1OCc1cccc(S(=O)(=O)N2CCOCC2)c1
    x	x	x	15%	10	5	5%	u	x	-1
COc1ccc(-c2nc(SCC(=O)NC3CCCC3)c(-c3ccc(OC)cc3)[nH]2)cc1
    x	12%	-8	2%	21	0	-19%	-10%	-11%	2
Cc1cc(C)cc(N(C(C)C(=O)NCCC2=CCCCC2)S(C)(=O)=O)c1 (stereo not given)
    2%	8%	1	7%	25	14	3%	x	-3%	15
O=C(Nc1ccc(C(F)(F)F)cc1)c1csc(-c2ccncc2)n1
    -1%	4%	-3	-6%	u	-5	-12%	-1%	0%	-8
CSC(=Nc1ccccc1)Nc1ccccc1
    5%	2%	0	-7%	8	-7	-2%	10%	0%	8
CCN1C(=O)c2cccc3c(NC(=O)c4cccc(N5C(=O)CCC5=O)c4)ccc1c23
    -1%	-3%	-1	2%	-2	1	-5%	0%	u	20
Cc1cc(Cl)cc(Cl)c1OCCCCN(C)C
    2%	15%	4	-45%[inhibitor]	-1	15	4%	-2%	2%	-20
Cc1occc1C(=O)NC(C)C12CC3CC(CC(C3)C1)C2 (stereo not given)
    4%	-8%	1	-35%	23	28	0%	1%	-11%	8
COc1ccc(C)cc1-n1ccn(CC(=O)Nc2ccc(Br)cc2F)c(=O)c1=O
    x	x	x	12%	0	8	-2%	3%	x	2
Cc1cccnc1NC(=O)c1ccc2c(c1)OCO2
    x	x	x	11%	3	1	5%	5%	x	14
O=C(O)C1CC(=O)N(CCc2c[nH]c3ccccc23)C1 (stereo not given)
    4%	5%	3	0%	0	-11	4%	4%	-8%	-5

Additional structures follow:
The line under a structure holds: GALK inh	MLL CXXC-DNA inh	FBPA coupling cs	Integrin act MD	TRPV1 ag	hERG WT inh	ASM inhibitor	A-T KAP1 phos	MBNL1-CUG inh	KCNH2 3.1 inh
COC(CNC(=O)c1ccc(N2CCC3(CC2)OCCO3)c([N+](=O)[O-])c1)OC
    -2%	-7%	0	9%	6	-2	-3%	-6%	u	43
CCC(CC)c1nnc(NC(=O)c2ccco2)s1
    -3%	0%	6	-4%	6	-3	0%	3%	-20%	-7
O=c1c(-c2nnc(SCc3ccc(Cl)cc3Cl)o2)cccn1Cc1ccccc1
    -6%	46%[activator]	3	-4%	x	-4	x	6%	10%	-26
Cc1onc(-c2ccccc2)c1C(N)=O
    1%	3%	1	21%	1	-3	-3%	0%	1%	3
O=C(C1=C[C@H](c2ccccc2)C[C@H](OCCCCO)O1)N1CCOCC1
    0%	-10%	1	34%	-2	4	8%	-5%	-3%	2
O=C(Nc1ccc(S(=O)(=O)N2CCCC2)cc1)C1COc2ccccc2O1 (stereo not given)
    0%	1%	1	-3%	u	8	-1%	-2%	1%	5
Cc1ccc(C(=O)Nc2ccc(Nc3ccccc3)cc2)cc1C
    x	x	x	9%	x	2	-12%	x	x	-12
NS(=O)(=O)c1ccc(Cl)cc1[N+](=O)[O-]
    -1%	-5%	7	16%	-12	0	-6%	18%	u	4
O=c1c2ccccc2ncn1-c1cccc(Cl)c1
    -3%	0%	0	29%	2	8	-1%	0%	9%	0
CN(C)CCN1C(=O)C(=O)/C(=C(/O)c2ccc3c(c2)OCCO3)C1c1ccccn1 (stereo not given)
    3%	-2%	4	-11%	-3	-2	0%	9%	13%	0

Sorted by number of heavy atoms (high to low): part of the list above
The line under a structure holds: GALK inh	MLL CXXC-DNA inh	FBPA coupling cs	Integrin act MD	TRPV1 ag	hERG WT inh	ASM inhibitor	A-T KAP1 phos	MBNL1-CUG inh	KCNH2 3.1 inh
CN(C)CCN1C(=O)C(=O)/C(=C(/O)c2ccc3c(c2)OCCO3)C1c1ccccn1 (stereo not given)
    3%	-2%	4	-11%	-3	-2	0%	9%	13%	0
O=c1c2ccccc2ncn1-c1cccc(Cl)c1
    -3%	0%	0	29%	2	8	-1%	0%	9%	0
NS(=O)(=O)c1ccc(Cl)cc1[N+](=O)[O-]
    -1%	-5%	7	16%	-12	0	-6%	18%	u	4

Source: PubChem
